# Assay outcomes as filed in PubChem.
# TAG inh: inhibitors of triacylglycerol accumulation, primary screen, cell-based, uHTS, fluorescence, H9c2 | H9c2 cells, Nile Red lipid (TAG) fluorescence; cells loaded with 200 µM oleic acid | inhibition, % at 12.5 µM | 230,000 compounds, 0.66% hits;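 active = pattern-corrected inhibition of lipid staining of at least 50% with the nuclear-stain viability signal not falling by more than 50%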;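 note: 0% = DMSO wells and 100% = triacsin C control wells; some results filed as inactive read as strong as hits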
# TAG inh DAPI viability: second read-out of TAG inh, no call of its own (marks repeat the call); DAPI nuclei signal change (viability), lower = more cytotoxic, %;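 whole-well DAPI fluorescence read on a plate reader as a viability signal; minus 50 percent equals half of cells still viable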
# Active calls of the source: *.
SMILES,TAG inh,TAG inh DAPI viability
CCn1c(O)c(/C=C2\C=NN=C2c2ccc(C)cc2)sc1=S,4,-10
CCOC(=O)C1=NNC(=O)C1,4,-9
O=C(COC(=O)/C=C/c1cccc([N+](=O)[O-])c1)Nc1cccnc1Cl,-7,-8
O=C(CCCCCn1c(=O)[nH]c2ccsc2c1=O)N1CCCCC1,-3,3
O=C(Nc1cc(S(=O)(=O)N2CCOCC2)ccc1N1CCOCC1)c1cc2c(s1)CCC2,-2,5
COc1ccc(N(C(C)C(=O)N/N=C/c2cc(Br)c(C)o2)S(C)(=O)=O)cc1 (stereo not given),-1,-11
CC(Sc1cnc2ccccc2n1)C(=O)O (stereo not given),-1,3
COc1ccc(S(=O)(=O)N2CCCCCC2)cc1C(=O)N(CC(C)C)C1CCS(=O)(=O)C1 (stereo not given),15,-9
Cc1ccccc1C(=O)Nc1cc(C(F)(F)F)ccc1-n1cncn1,14,-7
COCCCNC(=S)Nc1c(C)cc(C)cc1C,-7,-3
Cc1ccc(S(=O)(=O)NCC(=O)N(CC(=O)NCC2CCCO2)Cc2ccco2)cc1 (stereo not given),-25,1
CSc1nnc(-c2ccc([N+](=O)[O-])cc2)o1,16,-16
c1ccc2sc(Sc3ncnc4sccc34)nc2c1,45,-25
CC(C(=O)N1CCOCC1)c1ccccc1 (stereo not given),-4,-4
COc1cc(/C=N/NC(N)=O)ccc1OC(=O)c1cccs1,0,1
Cc1cc(C(=O)N/N=C2\CC(=O)c3ccccc32)c(C)n1-c1ccccc1,16,1
Cc1nn(C)c(C)c1CN(C)S(=O)(=O)c1ccc2ccccc2c1,-79,-1
O=C1c2ccccc2C(=O)N1Nc1ccccc1,6,-13
COCC(C)n1c(SCC(=O)Nc2sccc2C(N)=O)nc2ccccc2c1=O (stereo not given),-4,-4
NC(=O)C1=C[C@H](c2coc3ccccc3c2=O)C[C@H](OCCCCO)O1,-11,7

# Exported as labelled records: part of the list above.
SMILES: Cc1ccccc1C(=O)Nc1cc(C(F)(F)F)ccc1-n1cncn1
  TAG inh = 14	TAG inh DAPI viability = -7

SMILES: COCCCNC(=S)Nc1c(C)cc(C)cc1C
  TAG inh = -7	TAG inh DAPI viability = -3

SMILES: Cc1ccc(S(=O)(=O)NCC(=O)N(CC(=O)NCC2CCCO2)Cc2ccco2)cc1 (stereo not given)
  TAG inh = -25	TAG inh DAPI viability = 1

# More records follow.
SMILES,TAG inh,TAG inh DAPI viability
CCOC(=O)C(=O)N(C)c1c(CC)nc2c(OCc3ccc(OC(F)F)cc3)cccn12,5,-9
CCN(CC)Cc1c(O)ccc2c1O/C(=C\C=C\c1ccccc1)C2=O,65,-51
COC1=C(c2ccccc2)C(=O)c2ccccc2C1=O,-6,-5
O=c1cc(CSc2ccc(Cl)cc2)nc2nc[nH]n12,9,-2
CCCCSc1nc2c(cnn2-c2ccc(Cl)cc2)c(=O)[nH]1,-7,5
CCN1CCN(c2ccc(NC(=O)CCc3c(C)nc4c(-c5ccccc5)c(C)nn4c3C)cc2)CC1,27,-7
Cc1nc(-c2ccccc2)sc1C(=O)CSc1ccc(Br)cc1,-10,2
Cc1ccc(CN2C(=O)CCC2C(=O)NCCN(CC(C)C)CC(C)C)cc1 (stereo not given),7,2
Cc1nn(-c2ccccc2)c(C)c1C(=O)OC/C(O)=C(\C#N)c1nc2ccccc2[nH]1,4,4
CCc1cccc(C)c1NC(=O)c1ccccc1,1,6
Cc1cc2ccccc2c(=O)n1CC(=O)N(C)c1ccc(F)cc1,-22,14
COc1cc2ncnc(NCCc3ccccc3)c2cc1OC,-31,1
O=C(CN1C(=O)c2ccccc2S1(=O)=O)c1ccc(F)c(F)c1,7,0
N#Cc1nc(-c2cccs2)oc1NCc1ccccc1Cl,-1,23
Cc1ccccc1NC(=O)c1cc(S(=O)(=O)N2CCOCC2)cn1C,7,4
CS(=O)(=O)c1ccccc1-c1nc(-c2cc(C(F)(F)F)cc(C(F)(F)F)c2)no1,-9,7
O=C(COC(=O)c1ccc(F)cc1F)c1ccc[nH]1,1,-4
O=C(Cc1cccc(C(F)(F)F)c1)OCC(=O)N1CCN(S(=O)(=O)c2ccc(Cl)cc2)CC1,0,1
O=C(COc1ccc(=O)n(-c2ccccc2)n1)Nc1ccccc1,-6,-8
O=C(CNC(=O)c1ccc(Cl)cc1)OCCN1C(=O)c2ccccc2C1=O,13,2

# 4 entries from above, field by field.
Cc1nc(-c2ccccc2)sc1C(=O)CSc1ccc(Br)cc1
- TAG inh: -10
- TAG inh DAPI viability: 2

Cc1ccc(CN2C(=O)CCC2C(=O)NCCN(CC(C)C)CC(C)C)cc1 (stereo not given)
- TAG inh: 7
- TAG inh DAPI viability: 2

Cc1nn(-c2ccccc2)c(C)c1C(=O)OC/C(O)=C(\C#N)c1nc2ccccc2[nH]1
- TAG inh: 4
- TAG inh DAPI viability: 4

CCc1cccc(C)c1NC(=O)c1ccccc1
- TAG inh: 1
- TAG inh DAPI viability: 6

# Carrying on.
SMILES,TAG inh,TAG inh DAPI viability
Cc1ccc(N(C(=O)CNC(=O)c2ccco2)C(C(=O)NCC2CCCO2)c2ccccc2)cc1 (stereo not given),1,7
Cc1ccccc1CC(=O)Nc1ccc(S(=O)(=O)N2CCN(C)CC2)cc1,-9,3
Cc1cccc(C)c1N=C1NN=C(c2ccccc2F)CS1,22,-4
CCCn1c(=O)c(C(=O)Nc2ccccc2N)c(O)c2ccccc21,11,8
C=C(C)c1cccc(C(C)(C)NC(=O)NCCN(CC)CC)c1,1,-4
O=C(O)c1cc(N/N=C/c2ccncc2)ccc1Cl,-1,-4
CCC(C)(C(=O)NC1CCCCC1)N(Cc1ccco1)C(=O)CNC(=O)c1ccccc1 (stereo not given),-23,4
CCOc1ccc(/C=N/NC(N)=S)cc1,-6,5
COc1ccccc1CN1C(=O)[C@@H]2C(CCC(N)=O)NC3(C(=O)Nc4c3ccc(Cl)c4C)[C@@H]2C1=O (stereo not given in full),16,-1
O=C(CSc1ccc([N+](=O)[O-])cc1)NCC1CCCCC1,0,-3
COc1ccc(C(=O)C2CCCN(C(=O)c3cccnc3SC)C2)c(C)c1 (stereo not given),-1,4
O=C(CCS(=O)(=O)c1cccc2nsnc12)NCc1ccccc1Cl,3,-9
COC(=O)c1nc2nc(C)cc(C(F)(F)F)n2n1,0,0
Cc1cc(C(=O)NNC(=O)C2CCCC2)c(C)o1,5,0
Clc1ccc(-c2cc(CSc3cccc(Cl)c3)on2)cc1,-9,18
O=C(CCC(=O)c1cccs1)NCc1cccc(C(F)(F)F)c1,13,12
CCOc1ccc2nc(N3CCC(C(=O)N4CCN(C5CCCCC5)CC4)CC3)sc2c1,-25,3
COc1ccc(N2CCN(C(=O)COC(=O)CCOc3ccc(C(C)(C)C)cc3)CC2)cc1,-6,4
COc1ccc(C(=O)Nc2cccnc2)cc1C(=O)Nc1cccnc1,-15,7
CCOc1ccc(N(CC(=O)NCC(C)C)S(C)(=O)=O)cc1,-6,1

# 6 of these compounds in another layout:
Compound	TAG inh	TAG inh DAPI viability
O=C(CSc1ccc([N+](=O)[O-])cc1)NCC1CCCCC1	0	-3
COc1ccc(C(=O)C2CCCN(C(=O)c3cccnc3SC)C2)c(C)c1 (stereo not given)	-1	4
O=C(CCS(=O)(=O)c1cccc2nsnc12)NCc1ccccc1Cl	3	-9
COC(=O)c1nc2nc(C)cc(C(F)(F)F)n2n1	0	0
Cc1cc(C(=O)NNC(=O)C2CCCC2)c(C)o1	5	0
Clc1ccc(-c2cc(CSc3cccc(Cl)c3)on2)cc1	-9	18

# (further entries)
SMILES,TAG inh,TAG inh DAPI viability
CN(c1cccc(NC(=O)COc2ccc(Cl)cc2Cl)c1)S(C)(=O)=O,-3,-1
O=C(N/N=C/c1ccc([N+](=O)[O-])o1)c1cn2ccc3ccccc3c2n1,17,-4
O=C(COc1ccc(S(=O)(=O)N2CCCC2)cc1[N+](=O)[O-])N1CCCCC1,-7,0
O=[N+]([O-])c1ccc(-c2csc3[n+]2CCS3)cc1,-3,5
CCc1cc2cc3c(cc2nc1SCC(=O)Nc1cc(C)on1)OCO3,22,0
O=C(O)CNC(=O)CC1S/C(=N/N=C/c2ccccc2O)NC1=O (stereo not given),4,-9
CC(C)c1ccc(NC(=O)CSc2nc(=O)n(CCCN3CCOCC3)c3c2CCC3)cc1,7,-2
CC1CCN(CCCCOc2ccc(C(=O)c3ccccc3)cc2)CC1,19,4
CN(C)C=Nc1c(C(=O)c2ccccc2)sc2nccc(N(C)C)c12,12,-7
CCCCNC(=O)C1CCCN1C(=O)NC1CCCCC1 (stereo not given),-3,1
COc1ccc(NC(=O)CC2C(=O)N(C)C(=S)N2Cc2ccncc2)cc1 (stereo not given),6,-3
Cc1cccc(NC(=O)c2ccc(CN3CCN(Cc4ccccc4)CC3)cc2)c1,-5,4
CCOc1ccc(NC(=O)CN(C)C(=O)c2cc(S(=O)(=O)N3CCCCC3)ccc2Cl)cc1OCC,10,-9
O=S(=O)(c1ccc(NC(=S)N/N=C/c2cccc(Oc3ccccc3)c2)cc1)N1CCOCC1,12,-10
CN(C)CC(O)COc1cccc(OCC(O)CN(C)C)c1 (stereo not given),6,15
O=C1c2ccccc2C(=O)N1CCCCN(C(=O)c1ccc([N+](=O)[O-])cc1)c1ccc(Cl)cc1,-20,-4
CCCCCCCCNS(=O)(=O)CCNCc1ccco1,2,-3
O=C(c1ccccc1Cc1ccccc1)N1CCN(S(=O)(=O)c2ccccc2Br)CC1,-42,7
C[C@H]1CN([C@@H](C)CO)C(=O)c2cc(Br)cnc2O[C@H]1CN(C)C(=O)Cc1ccccn1,-1,7
O=C(Nc1nnc(CC(c2ccccc2)c2ccccc2)s1)c1ccco1,14,-3
O=C(Nc1ccc(CSc2ccccc2)cc1)c1ccc(CN2CCOCC2)cc1,-13,6
CCCC(C1=C(O)CC(C)(C)CC1=O)C1C(=O)CC(C)(C)CC1=O (stereo not given),11,-5
COc1ccc(NC(=O)C2CCC(N3C(=O)C4C5C=CC(C5)C4C3=O)CC2)cc1 (stereo not given),22,-7
CC1(C)CC(O)C(C)(C)N1O (stereo not given),-2,3
O=C(Nc1ccc(Nc2ccccc2)cc1)c1c(F)c(F)c(F)c(F)c1F,-26,22
O=C(COc1ccc(C(=O)NCC2CCCO2)cc1)Nc1cccc(C(F)(F)F)c1 (stereo not given),-6,-2
O=C(NC1CC1)c1ccc(CN(c2ccccc2)S(=O)(=O)c2ccccc2)cc1,-4,-36
Fc1cccc(/C=N/Nc2cc(N3CCOCC3)ncn2)c1,60*,-16*
Cc1noc2ncnc(Sc3c(Cl)cccc3Cl)c12,-23,11
CC(C)Oc1cccc(C(=O)NC(=S)Nc2ccc3c4c(cccc24)CC3)c1,-40,8
Cc1cccc(C(=O)NN2S(=O)(=O)c3ccccc3S2(=O)=O)c1,6,-1
Cc1nc(-c2noc(-c3cccc(Cl)c3)n2)c(C(F)(F)F)o1,-3,-3
Cc1ccc(-c2nn(C)c(=O)c3ccccc23)cc1CNC(=O)c1ccccc1,-21,17
Cc1ccc(S(=O)(=O)N(C)C)cc1NC(=O)COC(=O)Cc1ccsc1,-10,3
Cc1ccc(S(=O)(=O)N2CCCCC2)cc1NC(=O)CNCc1ccco1,1,-6
CC(C(=O)Nc1nc(-c2ccc(F)c(F)c2)cs1)N1C(=O)C2CC=CCC2C1=O (stereo not given),6,2
O=C(Nc1ncc(Br)s1)C1CCCN1S(=O)(=O)c1cccc2cccnc12 (stereo not given),9,-6

# The list is partial; rates above refer to the full screens.
